# A549 tox: kills or reduces viability of A549 cells in Nrf2 counter-screen; 390,000 tested, 0.16% active; Potency, µM (top dose mostly 46 µM), inactives show at the highest dose activity change, negative = cytotoxicity, usual class: inhibitors; AID 504648; A549 ARE-Fluc cells, CellTiter-Fluor viability, 18-24 h; note: % is set by controls: 0 for no effect and ±100 for the full control effect
#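 A549 ARE_Fluc cells in 5% FBS OPTI-MEM were exposed to compounds in concentration-response for 18-24 h at 37 deg C. Viability was read by CellTiter-Fluor fluorescence (Ex 405/Em 525) after 30 min, before the luciferase read.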
# S2 tox: cell viability loss in ATXN counter-screen | AID 651635 | Potency, µM (titrated, usually from 56.7 µM), hits mostly cytotoxic | 400,000 tested, 0.49% active | S2 cells (HEK-293 line with an ATXN2-luciferase reporter) viability, CellTiter-Fluor protease fluorescence, 24 h; note: nearly all actives have a fitted effect of over 40% in size
# Nrf2 ARE act: Nrf2 pathway activation | AREc32 ARE-luciferase reporter (MCF7-derived line), luminescence, 24 h | Potency, µM (highest dose often 46.1 µM), for inactives: at the top dose activation, usual class: activators | 410,000 tested, 0.31% active | AID 624171; note: % of control where 0% means no effect; nearly all actives have a fitted effect of over 65% in size
#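 For detection, Steady-Glo was added and plates sat 30 min at RT; before that, AREc32_Fluc cells grown overnight in OPTI-MEM/5% FBS had been treated with 23 nL compound for 24 hr at 37 deg C.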
# ATXN2 expr inh: ATXN2 expression inhibition. 360,000 tested, 0.72% active. Potency, µM (series often up to 57 µM), for the others: at the top dose activity change, negative = inhibition, hits mostly inhibitors. HEK-293 ATXN2-luciferase reporter, luminescence, 24 h. AID 1745845; note: % is set by controls: 0 for no effect and ±100 for the full control effect; nearly all actives have a fitted effect of over 55% in size
#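 ATXN2-luciferase reporter cells (luciferase flanked by upstream and downstream ATXN2 gene portions) were treated 24 h at 37 °C with compounds at up to 57 uM. SteadyGlo luminescence gave expression; GF-AFC fluorescence gave viability.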
# Nrf2 block: Nrf2 pathway inhibition. 360,000 tested, 2.1% active. AID 504444. Potency, µM (titrated, usually from 46 µM), without a hit: at the top dose activity change, negative = inhibition, most hits filed as inhibitors. A549 ARE-Fluc reporter, luciferase luminescence, 18-24 h; note: % is set by controls: 0 for no effect and ±100 for the full control effect; nearly all actives have a fitted effect of over 60% in size
#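 A549 ARE_Fluc cells (5000/well, 5% FBS OPTI-MEM) pre-incubated 2 h, then treated with compounds 18-24 h at 37C/5% CO2 in concentration-response. CellTiter-Fluor viability read first; BugLite luciferase luminescence after 15 min at room temperature gives Nrf2 activity.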
# EPAC2 antag: antagonists of human EPAC2. EPAC2 GEF exchange of Rap1B-BODIPY-GDP, fluorescence. 360,000 tested, 0.18% active. Potency, µM (top dose mostly 114 µM), for inactives: at the top dose activity, negative = inhibition, most hits filed as inhibitors. AID 720708; note: % is set by controls: 0 for no effect and ±100 for the full control effect; nearly all actives have a fitted effect of over 45% in size; many of its hits are not listed in these tables
# Target sequence (Q8WZA2 whole entry, looked up): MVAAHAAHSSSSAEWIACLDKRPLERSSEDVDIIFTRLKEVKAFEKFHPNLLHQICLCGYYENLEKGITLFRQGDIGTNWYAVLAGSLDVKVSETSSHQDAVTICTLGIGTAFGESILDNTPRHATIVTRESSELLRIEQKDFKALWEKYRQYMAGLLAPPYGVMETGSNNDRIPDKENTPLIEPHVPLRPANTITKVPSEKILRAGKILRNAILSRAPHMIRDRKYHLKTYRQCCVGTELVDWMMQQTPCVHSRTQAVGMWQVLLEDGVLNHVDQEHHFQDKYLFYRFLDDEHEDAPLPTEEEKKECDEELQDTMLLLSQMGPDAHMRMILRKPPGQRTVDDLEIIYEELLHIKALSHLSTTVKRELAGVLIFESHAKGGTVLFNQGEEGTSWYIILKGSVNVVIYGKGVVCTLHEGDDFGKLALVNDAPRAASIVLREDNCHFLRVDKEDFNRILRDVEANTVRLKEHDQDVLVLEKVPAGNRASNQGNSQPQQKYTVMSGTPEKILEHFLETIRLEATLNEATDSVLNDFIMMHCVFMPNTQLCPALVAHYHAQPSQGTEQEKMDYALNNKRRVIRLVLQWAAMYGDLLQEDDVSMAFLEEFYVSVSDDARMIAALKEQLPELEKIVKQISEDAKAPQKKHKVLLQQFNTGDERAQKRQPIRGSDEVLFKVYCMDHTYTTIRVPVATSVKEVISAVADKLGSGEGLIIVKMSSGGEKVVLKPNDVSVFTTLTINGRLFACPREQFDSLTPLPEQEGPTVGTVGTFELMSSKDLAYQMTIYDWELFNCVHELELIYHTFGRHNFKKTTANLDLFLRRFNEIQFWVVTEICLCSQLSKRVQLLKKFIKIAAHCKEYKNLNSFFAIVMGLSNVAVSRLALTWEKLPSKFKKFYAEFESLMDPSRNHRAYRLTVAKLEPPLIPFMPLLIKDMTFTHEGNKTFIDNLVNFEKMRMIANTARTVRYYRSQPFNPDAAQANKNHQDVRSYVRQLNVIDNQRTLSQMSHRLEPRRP
# MCF10A rerep: inducers of DNA re-replication in MCF 10A breast cells; Potency, µM (titrated, usually from 46.1 µM), without a hit: at the highest dose activity, positive = re-replication, actives largely listed as activators; AID 624296; 350,000 tested, 2.9% active; MCF 10A DNA re-replication, Hoechst nuclear intensity, 48 h; note: % of control where 0% means no effect; nearly all actives have a fitted effect of over 50% in size
# TGFb inhibitor: inhibitors of TGF-b signaling | HepG2 CAGA-GFP TGF-b/SMAD3 reporter, GFP fluorescence, 18 h; TGF-beta stimulated, 500 pg/mL final | Potency, µM (top dose mostly 46.1 µM), for inactives: at the highest dose activity, negative = inhibition, hits mostly inhibitors | 410,000 tested, 1.2% active | AID 588855; note: % is set by controls: 0 for no effect and ±100 for the full control effect; nearly all actives have a fitted effect of over 65% in size
#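 HEPG2 CAGA-GFP cells (1000/well, DMEM with 1% FBS) were pre-incubated 2 h at 37 degrees C, given compound by pin tool, then stimulated with TGF-beta at 500 pg/mL final for 18 h before per-cell GFP fluorescence imaging.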
# HepG2 viability: HepG2 cytotoxicity, counter-screen for TGF-b inhibitors. HepG2 CAGA-GFP viability, ATP luminescence, 18 h. Potency, µM (series often up to 46.1 µM), for inactives: at the top dose activity change, negative = cytotoxicity, hits mostly cytotoxic. 410,000 tested, 0.76% active; note: some results filed as inactive show a strong effect at the top dose
#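 HepG2 CAGA-GFP cells (1000/well, DMEM with 1% FBS) received compound, then TGF-beta at 500 pg/mL final, and were incubated 18 hours at 37 degrees C. Viability was read by CellTiter-Glo luminescence. Media-only wells were set as complete cell-killing and DMSO as no toxicity.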
# * = called active by the depositor; i = inactive; ? = inconclusive; nt = no result given; & = joins results of further samples; [ ] = another dose, or the depositor's remark. Calls come from the whole dose curve; as a rule, active = well fitted curve in the direction sought with a large enough effect; inconclusive = small, poorly fitted or top-dose-only effect, or another doubt; inactive = no such curve, though single readings can be large; an effect the other way counts as inactive or inconclusive. Potency is the fitted concentration of half-maximal effect. Not all compounds are listed; count on the stated rates, not on these rows.
SMILES,A549 tox,S2 tox,Nrf2 ARE act,ATXN2 expr inh,Nrf2 block,EPAC2 antag,MCF10A rerep,TGFb inhibitor,HepG2 viability
Cc1ccc(C(=O)N(CN2CCCC2=O)c2ccccc2)cc1,3.2%,i,-0.5%,1.6%,3.6%,-26.7%,-0.6%,1.4%,2.1%
Cc1oc(-c2cc(Cl)cc(Cl)c2)cc1C(=O)NCCc1ccccc1,8.8%,i,0.7%,3.1%,-20.1%,-1.8%,14.6µM*,?,-17.5%
O=C(O)C1CCN(C(=O)COc2ccc3c(c2)oc(=O)c2ccccc23)CC1,7.7%,i,5.5%,-1.4%,5.5%,0.5%,23.5%,21.1%,-17.5%
COC(=O)c1[nH]c2ccc(Cl)cc2c1NC(=O)CCN1CCOCC1,-1.9%,i,0.3%,2.4%,-17.9%,-6.9%,0.7%,-9.7%,-4.4%
Cc1ccc(CNC(=O)C(C)n2ccc3cc(S(=O)(=O)N4CCCC4)ccc32)cc1 (configuration not stated),-4.3%,?,3.7%,-14.0%,?,nt,nt,-3.7%,-4.0%
C[C@]12CCC(=O)C=C1CC[C@@H]1[C@@H]2[C@@H](O)C[C@@]2(C)[C@H]1CC[C@]2(O)C(=O)CO,0.6%&-2.9%,i,0.6%&0.2%,0.8%&-6.2%&6.7%,0.0291µM*,14.1%&-14.0%,7.1%&-42.6%&-16.3%,13.6%&12.3%,3.5%&-26.4%
COCCCN1C(=O)c2ccc(C(=O)OCC(=O)NCc3ccccc3OC)cc2C1=O,-0.4%,i,-0.8%,-7.4%,2.1%,-1.4%,?,-34.3%,-6.5%
CCOCCCNC(=O)c1ccc2c(c1)N=C(CC)c1cc(Br)ccc1S2,-20.8%,?,0.3%,-15.7%,?,-27.6%,?,?,-22.0%
COC(=O)/C(C#N)=C/c1c(Oc2cccc(C)c2)nc2ccccn2c1=O,-2.7%,i,0.7%,26.1%,8.7%,-0.4%,9.1%,-1.9%,-5.5%
COc1ccc(/C=N/NC(=O)C(=O)N2CCCC2)cc1OC,-16.2%,?,-0.4%,-1.6%,-4.0%,6.3%,-3.7%,8.9%,32.6%
COc1ccc(NC(=O)Nc2cccc3c2O[C@H](CN(C)S(=O)(=O)c2ccc(F)cc2)[C@@H](C)CN([C@H](C)CO)C3=O)cc1,-9.4%,?,0.5%,5.7%,?,-10.3%,-7.3%,?,-9.3%
CCOC(=O)c1c(NC(=O)CSc2nnnn2C)sc(CC)c1C,-0.2%,i,1.8%,-15.9%,-22.6%,-11.1%,-7.2%,-1.4%,-26.0%
CC(=O)c1c(C)[nH]c(C(=O)OCC(=O)Nc2cccc(S(=O)(=O)N3CCCC3)c2)c1C,-13.3%,?,4.8%,-6.8%,14.6µM*,-0.8%,22.7%,-25.2%,-0.2%
CCOC(=O)c1c(-c2ccccc2)csc1NC(=O)C1CCCO1 (configuration not stated),0.3%,i,-0.4%,5.4%,?,3.2%,-3.1%,1.5%,0.4%
CCCCCCCCC(NC(=O)c1ccc(C#N)cc1)C(=O)NCCC (configuration not stated),1.4%,i,-0.4%,0.6%,?,-9.5%,6.5%,18.9%,-43.7%
CCNC(=S)N/N=C(\C)c1cccc([N+](=O)[O-])c1,0.0%,i,5.9%,-17.9%,-8.5%,-2.5%,-3.3%,3.5%,3.9%
O=C(CC1(O)C(=O)Nc2ccccc21)c1ccc(-n2cnnn2)cc1 (configuration not stated),2.8%,i,3.0%,-5.9%[11.3 µM],10.3%,3.4%,-2.4%,-2.6%,-0.2%
NC(=S)Nc1cccc2[nH]ccc12,?,i,-0.6%,nt,-3.9%,-2.3%,-7.5%,-13.9%,-13.6%
O=C1c2ccccc2C(Nc2ccc3c(c2)OCO3)N1Cc1ccc2c(c1)OCO2 (configuration not stated),-16.1%,i,6.3%,3.5%,2.4%,-7.7%,-0.6%,0.9%,-22.4%
CSc1ncccc1C(=O)NCC(c1ccco1)N1CCCCC1 (configuration not stated),2.2%,i,0.6%,8.2%,16.3%,-1.2%,-0.5%,6.1%,0.2%
COCC(CN1CCN(C2=NS(=O)(=O)c3ccccc32)CC1)OC(=O)c1ccc(OC)cc1 (configuration not stated),-3.0%,?,0.1%,7.8%,3.6%,-29.5%,?,-15.8%,1.2%
CC(=O)Nc1ccc(S(=O)(=O)N2CCCC3CCCCC32)cc1 (configuration not stated),-0.4%,i,2.9%,-6.3%,-16.9%,-23.1%,12.5%,-21.2%,-22.0%
CCC(=O)OCOc1ccc(/C=C2/CCC(CN(C)C)C2=O)cc1 (configuration not stated),-1.2%,?,?,?,-4.4%,-3.0%,?,6.31µM*,-99.5%
CCC(C)(C)NC(=O)CN(Cc1ccc2c(c1)OCO2)C(=O)CCC(=O)Nc1ccccn1,-5.2%,i,1.6%,-2.7%,-5.8%,-4.9%,-2.0%,-0.2%,13.1%
COc1cc(CCC(=O)OCC(=O)Nc2ccc(F)cc2F)cc(OC)c1OC,1.8%,i,0.3%,2.0%,12.0%,0.5%,-11.8%,1.2%,-24.3%
C=CCn1c(C)nnc1SCC(=O)Nc1ccccc1C(=O)NC1CC1,-8.9%,i,0.2%,4.5%,-0.2%,10.8%,3.8%,-2.4%,6.8%
C/C(=N\NC(=O)CCc1ccc(S(=O)(=O)N2CCOCC2)cc1)c1ccccc1Cl,8.6%,i,0.3%,-17.4%,?,4.6%,0.8%,-1.2%,-32.6%
CC(=O)c1ccc(N2CCN(C(=O)/C=C/c3ccc4ccccc4n3)CC2)cc1,15.4%,i,3.3%,-15.9%,4.1%,?,?,-10.2%,-10.5%
CCCn1c(C(O)c2cccc(OC)c2)nc2ccccc21 (configuration not stated),3.6%,i,-1.1%,-27.2%,-23.5%,-0.3%,-0.7%,-0.4%,-5.3%
COc1ccccc1NS(=O)(=O)c1ccc(C(=O)Nc2ncccc2O)cc1,-9.8%,i,?,14.6%,5.8%,-0.8%,?,0.9%,-8.4%
COc1cc(/C=C/c2ccc3c(Br)cc(Br)c(O)c3n2)ccc1O,?,?,?,nt,?,2.6%,13µM*,?,-44.6%
O=C(NCCC1=CCCCC1)c1ccc(F)c(S(=O)(=O)N2CCOCC2)c1,-3.6%,i,-0.3%,12.9%,2.6%,-2.5%,8.0%,0.0%,19.3%
CCN(CC)c1ncnc2sc(C(=O)N3CCN(c4ccccc4)CC3)c(C)c12,-10.2%,i,0.4%,-1.5%,8.0%,-3.3%,8.0%,?,-0.9%
Cc1cc(F)ccc1NC(=O)c1cc(S(=O)(=O)N2CCOCC2)cn1C,-5.1%,i,-0.6%,-2.6%,3.6%,13.4%,-6.4%,-9.6%,-20.3%
CC(=O)c1ccc(OCC(=O)NCc2ccc(F)cc2)cc1,1.1%,i,0.1%,nt,0.1%,9.0%,0.1%,-19.3%,2.5%
COc1ccc2ccc(=O)oc2c1CC(O)C(C)(C)O (configuration not stated),-17.1%,i,-1.0%,3.9%,1.3%,-5.8%,5.2%,5.5%,1.8%
CCn1c(SCC(=O)NCC2CCCO2)nnc1-c1ccc(Cl)cc1 (configuration not stated),5.0%,i,0.2%,-3.1%[11.3 µM],-21.3%,1.9%,-2.6%,-12.5%,-18.6%
Cc1ccc(S(=O)(=O)N2CCN(C(=O)C3Cc4ccccc4CN3C(=O)c3ccco3)CC2)cc1 (configuration not stated),13.1%,i,-0.5%,-3.0%,nt,-1.3%,-15.8%,-3.3%,-7.3%
N#Cc1ccc(S(=O)(=O)NCC(=O)OCC(=O)N2CCCC2=O)cc1,-5.1%,i,-2.0%,-0.7%,-0.1%,2.5%,0.2%,-5.1%,-12.7%
CC(Cc1ccccc1)C(=O)NCCO (configuration not stated),-5.2%,i,0.4%,3.1%,-8.8%,7.9%,1.9%,-29.1%,1.8%
CCOc1cccc(C(=O)Nc2ccc(NC(=O)c3ccc(Br)cc3)cc2)c1,-1.9%,i,-0.4%,5.6%,7.3%,nt,nt,0.1%,-0.8%
CN(C)c1ccc(/C=C(\NC(=O)c2ccccc2)C(=O)NCCN2CCOCC2)cc1,-5.8%,?,0.2%,4.8%,12.1%,11.6%,-17.1%,3.9%,0.7%
O=C1O[C@H](CO)[C@@H](O)[C@H](O)[C@H]1O,-2.5%,i,0.6%,-11.2%&7.0%,-15.4%,-3.4%,0.1%,0.3%,-1.1%
Nc1ccc(C(=O)OCC(=O)NC2CCS(=O)(=O)C2)cc1[N+](=O)[O-] (configuration not stated),-8.7%,i,0.3%,2.9%,11.4%,14.4%,0.0%,-19.2%,0.9%
C[N+](C)(C)C[C@H](O)CC(=O)[O-],1.1%,i,-0.2%,7.4%,8.6%,1.9%,0.6%,11.0%,9.5%
CN(C)CCNc1nc2sc3c(c2c(=O)n1CCc1ccccc1)CCCCC3,?,nt,-3.8%,nt,-11.9%,0.3%,?,?,-130.5%
COC(=O)[C@@H]1C[C@H]2CC[C@H](O)C[C@H]2N1Cc1ccc(Cl)cc1,1.3%,i,-0.2%,2.0%,-5.8%,-18.9%,0.8%,-2.5%,13.0%
NC(=O)c1sc(-c2ccsc2)cc1NS(=O)(=O)c1ccc(C(F)(F)F)cc1,-16.3%,i,4.0%,-27.2%,14.6µM*,?,?,?,-23.6%
